# All columns: NCI-60 one-dose screen, growth in % after 48 h at 10 µM unless noted; 100 = growth as untreated, 0 = no growth, -100 = all killed.
# 786-0: 786-0 renal cancer cells. 5.1% of 81,000 active
# UO-31: UO-31 renal cancer. AID 1794768. 5.2% of 81,000 active
# SN12C: SN12C renal cancer cells | 3.8% of 81,000 active | AID 1794767
# RXF 393: RXF 393 renal cancer cells. 6.9% of 77,000 active. AID 1794773
# TK-10: TK-10 renal cancer cells | 3.9% of 81,000 active
# ACHN: ACHN renal cancer | 4.9% of 81,000 active | AID 1794771
# SK-OV-3: SK-OV-3 ovarian cancer cells | 3.2% of 80,000 active
# IGROV1: IGROV1 ovarian cancer; 4.7% of 79,000 active; AID 1794786
# The depositor's hits bear a star; . = not tested or not shown; & = joins results of further samples. The calls were made as follows: active = growth percent below 10; inactive = the rest.
SMILES,786-0,UO-31,SN12C,RXF 393,TK-10,ACHN,SK-OV-3,IGROV1
CS(=O)(=O)c1nccc(-c2c(-c3ccc(F)c(OCc4ccccc4)c3)nc3sccn23)n1,80,86,98,95,101,93,117,101
Cc1cccc(Nc2cc(Cl)nc(N)n2)c1,96,95,94,84,94,94,.,94
CCN1CCCCN(CC(=O)NC(C)(C)C)CC1,97,86,95,102,93,98,98,107
O=C(O)/C=C/C(=O)c1ccc(Cl)cc1,105,90,112,125,105,106,107,114
CN(C)c1ccc(CSc2ccc(Cl)cc2)cc1,67,48,62,115,86,100,114,96
N#CCC(=O)OCCOC(=O)CC#N,100,90,105,112,96,106,101,101
C=CCN=C(N)SCc1ccccc1,99,100,95,112,104,113,110,111
CN(C)c1cc(NN=C(c2ccc(O)cc2)c2ccc(O)cc2)c([N+](=O)[O-])cc1[N+](=O)[O-],17,1.4*,94,0.7*,136,50,96,.
C#CCOc1cccc(/C(N)=N/C(N)=N/c2nc3ccccc3s2)c1,107,92,66,116,148,81,133,66
COc1ccc(/C=C2/OC(=O)C(C(C)=O)=C2O)cc1,106,98,97,108,115,99,106,133
CC(=O)OC1(C)C(=O)OC(=O)C1(C)OC(C)=O (centres undefined),.,.,98,122,102,96,107,129
O=C(Cn1c2ccccc2c2ccncc21)N/N=C/c1ccncc1,110,93,100,95,111,104,102,103
Cc1nn(-c2ccccc2)c2ncnc(N/N=C/c3cccc([N+](=O)[O-])c3)c12,82,55,83,82,104,86,101,79
CC(=O)Nc1nc(C)c(C(=O)NN)s1,93,86,95,104,203,94,102,95
O=c1[nH]c2ccc(Cl)cc2c(O)c1C(c1ccc(Cl)cc1)c1c(O)c2cc(Cl)ccc2[nH]c1=O,98,67,86,.,108,79,89,86
COc1cc(C2=NN(C(C)=O)C(c3sc(N4CCOCC4)nc3Cl)C2)cc(OC)c1OC (centres undefined),102,73,97,112,113,103,100,108
COc1ccc(NC(=O)COCCOCCNC[C@@H]2C(=O)O[C@H]3[C@H]2CC/C(COC(=O)OC/C2=C/CC[C@@]4(C)O[C@H]4[C@H]4OC(=O)[C@@H](CN(C)C)[C@@H]4CC2)=C\CC[C@@]2(C)O[C@@H]32)c(O)c1C(N)=O,-26*,2.1*,40,-40*,-0.4*,.,79,27
Nc1c(C(=O)N/N=C\c2ccc(OC(F)F)c(Oc3ccccc3)c2)cnn1CC(O)c1ccccc1 (centres undefined),77,46,77,59,87,72,.,85
CN1CCC(OC(c2ccccc2)c2ccccc2)C1 (centres undefined),93,82,113,113,92,.,101,105
CC(C)=CCC/C(C)=C/C=N/NC(=O)C1CCC(=O)N1 (centres undefined),102,83,99,114,99,99,113,104
Cc1ccc(-c2nnc(-c3ccncc3)o2)c(N)c1C,98,90,109,107,96,104,98,94
O=C1/C(=C/c2ccccc2)SC(=NC2CCCCC2)N1Nc1ccccc1,75,47,61,80,79,88,106,89
CCOC(=O)CC1(C)c2nc(NC(C)=O)sc2Cc2sc(NC(C)=O)nc21,100&101,87,100&96,110&108,104&116,109&100,109&99,120&101
CC(=O)OCC1O[C@@H](Oc2ccc3c(c2)CC[C@@H]2[C@@H]3CC[C@]3(C)[C@@H](O)CC[C@@H]23)C(OC(C)=O)[C@@H](OC(C)=O)[C@H]1OC(C)=O (some centres undefined),101,84,99,104,110,94,103,112
CCCCN(CCCC)CC(O)Cc1ccc(OCC)cc1 (centres undefined),105,81,98,113,92,.,87,104

# Four of the compounds above, with values under each structure:
# Each structure is followed by: 786-0 | UO-31 | SN12C | RXF 393 | TK-10 | ACHN | SK-OV-3 | IGROV1
- CC(=O)Nc1nc(C)c(C(=O)NN)s1
→ 93 | 86 | 95 | 104 | 203 | 94 | 102 | 95
- O=C(O)/C=C/C(=O)c1ccc(Cl)cc1
→ 105 | 90 | 112 | 125 | 105 | 106 | 107 | 114
- CCN1CCCCN(CC(=O)NC(C)(C)C)CC1
→ 97 | 86 | 95 | 102 | 93 | 98 | 98 | 107
- COc1cc(C2=NN(C(C)=O)C(c3sc(N4CCOCC4)nc3Cl)C2)cc(OC)c1OC (centres undefined)
→ 102 | 73 | 97 | 112 | 113 | 103 | 100 | 108

# Continued.
SMILES,786-0,UO-31,SN12C,RXF 393,TK-10,ACHN,SK-OV-3,IGROV1
O=C(CSc1nccc(Nc2ccc(S(=O)(=O)Nc3ccccn3)cc2)n1)c1ccc(Cl)cc1,102,71,91,106,109,90,95,78
Cc1cc(Nc2ccc(Cl)cc2)nc(NCCCNc2ccnc3cc(Cl)ccc23)n1,-99*,-40*,-76*,-92*,-75*,-81*,-79*,6.5*
O=[N+]([O-])O[C@@H]1CO[C@H]2[C@@H]1OC[C@@H]2O,101,97,108,114,121,102,115,115
COc1ccc(-c2nn(-c3ccccc3)cc2/C=C/C(=O)C(=O)O)cc1,93,86,101,111,104,98,109,78
C=CC(C)(C)[C@]1(C[C@@H]2NC(=O)[C@@H]3CCCN3C2=O)C(=O)Nc2c1ccc1c2C=CC(C)(C)O1,114,96,96,103,.,101,119,101
COc1cc2c(c(OC)c1OC)C(=O)CC(c1cccc(NC(=O)c3cccc([N+](=O)[O-])c3)c1)O2 (centres undefined),60,16,29,44,72,30,64,27
O=C(CSc1nnc(-c2ccc(-c3nc4ccc(Cl)cc4[nH]3)cc2)o1)Nc1ccccc1,-59*,61,4.0*,-41*,114,-56*,66,71
C/C(=N/NC(=S)Nc1ccccc1)c1nc2ccc(Cl)cc2[nH]1,-48*,-36*,-37*,-91*,-39*,7.7*,-18*,7.6*
Oc1[nH]c2ccccc2c1/C=c1/cc2c(c(-c3ccc(F)cc3)n1)=Nc1ccccc1-2,-77*,-12*,-0.7*,-57*,16,-43*,-7.9*,-7.9*
COc1cc2ccn(CCC(=O)NCCC(C)C)c(=O)c2cc1OC,111,86,103,96,106,101,108,106
CCOC(=O)c1[nH]c2ccccc2c1Cl,91,81,99,91,107,97,110,96
Nc1cc2ccccc2cc1C(=O)O,97,43,97,100,117,111,96,91
COc1ccc([C@H]2c3[nH]c4ccccc4c3C[C@H]3C(=O)N(CCCCCCC(=O)NO)CC(=O)N23)cc1OC,104,68,86,111,103,94,96,103
CCO/C=N/C1=C(C#N)C(c2ccc(F)cc2)c2sc3c(CC)cccc3c2O1 (centres undefined),26,32,23,-21*,64,28,64,23
COc1ccc(-c2cc(C(F)F)c3c(N)c(C(=O)c4ccc5c(c4)OCO5)sc3n2)cc1,83,87,89,62,77,50,81,78
COc1ccc2c(c1)c(-c1nc(-c3c[nH]c4ncccc34)cs1)cn2CCNC(=O)OC(C)(C)C,74,49,85,83,89,68,110,61
CC(=O)CS(C)(=O)=O,106,92,105,111,103,106,104,108
Cc1ccc2[nH]c(=O)c3c(c2c1)Oc1ncn2nc(C)nc2c1C3c1ccc(Cl)cc1 (centres undefined),.,65,78,91,111,90,104,85
C(=C(\C1=NCCN1)n1cnc2ccccc21)/c1cccc2ccccc12,93,62,85,47,91,87,89,90
S=C(NNC(=S)Nc1ccc(Cl)cc1)Nc1ccc(Cl)cc1,98,82,85,98,129,88,101,86
COc1ccc(C(O)c2cc3c(N)c(C(=O)Nc4cccc(Cl)c4C)sc3nc2C)cc1 (centres undefined),22,18,14,34,44,25,12,11
CCOC(=O)C1CCCCN1c1ccc(N2C[C@H](CNC(=O)c3ccc(Cl)s3)OC2=O)cc1 (some centres undefined),99,77,86,102,116,88,102,95
COc1ccc(C2=CC(c3ccc4c(c3)OCO4)NC(=O)N2)cc1OC (centres undefined),94,84,97,101,98,97,110,94
CCOC(=O)C1=C(C)NC(C)=C(C(=O)OC(C)C)C1c1cccc(C#N)c1 (centres undefined),91,93,98,91,106,97,132,103
COc1ccc(N=Nc2c(N)nn3c(-c4ccc(OC)c(OC)c4)c4c(N)c(C#N)c(N)nc4nc23)cc1,104,73,95,138,115,89,86,61
SMILES,786-0,UO-31,SN12C,RXF 393,TK-10,ACHN,SK-OV-3,IGROV1
Cn1c(=O)c2[nH]c(CCCCCCCCc3nc4ccccc4[nH]3)nc2n(C)c1=O,75&73,75&74,68&81,101&88,90&84,69&61,94&95,86&100
Cc1ccc(Cn2cc(CSc3nc4ccccc4o3)nn2)cc1,95,81,107,121,96,94,99,96
Cc1cc(Nc2cccc(C(F)(F)F)c2)n2c(nc3ccccc32)c1C#N,59,28,25,61,58,47,46,58
COC(=O)[C@@H]1CCCN1C(=O)C1=C(C)NC(=S)NC1c1cccc(O)c1 (some centres undefined),101,74,95,85,133,97,90,.
CC(Br)C(OC(=O)c1ccc(Cl)cc1)c1cc2c(cc1Br)OCO2 (centres undefined),82,62,99,74,82,90,104,71
CCOC(=O)NNC(=O)OCC,92,98,100,101,108,100,104,113
COC(=O)Cn1c(C(C)C)nc2ccccc21,102,96,94,122,102,102,92,106
CN(C)c1ccc(-c2c(C#N)c(N)n3nc(N)c(C#N)c3c2C#N)cc1,93,75,72,65,82,86,71,56
O=C(CCn1cnc2c(cc(-c3ccccc3)n2-c2ccccc2)c1=O)Nc1ccc(Cl)cc1,103,73,98,95,125,88,107,100
O=C1c2cccc3c(N4CCOCC4)ccc(c23)C(=O)N1c1cccc(-c2nn(-c3ccccc3)cc2-c2nc3ccccc3s2)c1,111,91,112,101,116,103,119,105
O=C(NCCCOC(=O)c1ccccc1)c1ccccc1,104,80,105,104,127,107,132,99
CC(C)NCC(C)(C)NC(Cc1ccccc1)c1ccccc1 (centres undefined),91,80,98,108,92,105,97,88
O=S(=O)(NCCCNc1nccc(-c2c(-c3cccc(F)c3)nc3sccn23)n1)c1ccc(Br)cc1,73,32,54,82,75,50,80,24
CC(=O)/C(=C/n1c(=S)sc2ccccc21)C(=O)Nc1ccccc1,102,74,93,101,111,98,99,89
Cc1cc(C2(c3cc(C)c(O)c(Br)c3)OS(=O)(=O)c3ccccc32)cc(Br)c1O,97,89,80,110,110,108,103,26
CCOC(=O)CC(=O)CSC1=NC2C(NN1)N(C)C(=O)N2C (centres undefined),103,57,92,105,104,83,114,91
NS(=O)(=O)c1cccc(NCCC(=O)c2ccccc2)c1,106,93,109,113,106,104,102,105
CCC(C)[C@@H]1N[C@]2(C(=O)Nc3ccccc32)[C@@H](c2ccc(F)cc2)[C@@H]1C(=O)c1ccc(O)cc1 (some centres undefined),86,63,90,.,101,78,105,59
ClC(Cl)(Cl)c1nc(Nc2nc(-c3ccccc3)cs2)nc(-c2ccncc2)n1,107,78,94,114,142,103,102,96
CC(=O)N/C(=C/c1ccccc1)C(=O)O,96,74,92,96,90,95,96,113
NC(=O)NS(=O)(=O)c1ccc(N)cc1,99,95,99,102,103,114,101,111
C[C@@H](C[C@H](CC1CC1)c1ccccc1)c1ccc2ccccc2c1,101,90,103,117,105,106,117,101
NC(=O)NN=C1CCCC1,93,102,103,113,108,107,119,141
O=C(c1cccc2ccccc12)N1CCCCC1,104,93,97,.,95,107,83,107
O=c1c2cc(F)ccc2sc2c(NCCN3CCCC3)nc3ccccc3c12,56,45,70,38,65,36,.,62

# Copied from above, 2 compounds:
SMILES,786-0,UO-31,SN12C,RXF 393,TK-10,ACHN,SK-OV-3,IGROV1
Cc1nn(-c2ccccc2)c2ncnc(N/N=C/c3cccc([N+](=O)[O-])c3)c12,82,55,83,82,104,86,101,79
CC(=O)Nc1nc(C)c(C(=O)NN)s1,93,86,95,104,203,94,102,95

# Continued.
SMILES,786-0,UO-31,SN12C,RXF 393,TK-10,ACHN,SK-OV-3,IGROV1
C#CC1(O)CC[C@H]2[C@@H]3CCC4=CCCC[C@@H]4[C@H]3CC[C@@]21C (some centres undefined),105&109,32&92,95&99,95&112,125&114,103&106,122,102
COc1ccc(-c2nc3ccc(-c4nc5ccc(N6CCN(c7ccccc7)CC6)cc5[nH]4)cc3[nH]2)cc1OC,-80*,100,52,-37*,12,45,107,16
CCCCCCCCCCC(CO)CCCCCCCC (centres undefined),97,81,101,102,121,94,108,111
Nc1ncn(CC#CCO)c(=O)n1,98,83,105,100,93,96,104,97
C=CCc1cc(Cl)ccc1N1C(=O)CN(Cc2ccccc2)C(=O)C1c1ccccc1 (centres undefined),86,80,99,100,96,100,98,94
CCOC(=O)C1=C(N)N(c2ccc(Cl)cc2)C2=C(C(=O)CC(C)(C)C2)C1c1ccc(N2CCOCC2)cc1 (centres undefined),89,85,98,99,98,112,109,98
O=C1NC(=O)C(Cn2cnc3ccccc32)C(=O)N1,105,86,94,97,109,101,97,105
CC(=O)Nc1ccc(/C(N=Nc2ccccc2)=N/N=C(N)N)cc1,108,59,96,98,115,93,99,78
C/C(=C\c1ccccc1Cl)c1ccccn1,107,82,87,101,93,96,103,101
CC(C)(C)n1cc(-c2ccnc(NCCNS(=O)(=O)c3ccc(C(F)(F)F)cc3)c2)c(-c2ccccc2)n1,81,59,86,88,104,102,98,97
CCN(CC)CCCC(C)Nc1ccnc2ccc(Cl)cc12 (centres undefined),55,44,73,96,104,88,82,52
CCOC(=O)c1c(Nc2ccccc2)nn2c(N)c(C#N)c(-c3ccccc3)nc12,80,81,94,68,105,83,108,90
C(=C\c1c[nH]c2ccccc12)/c1ccc2ccccc2n1,78,24,51,92,114,90,90,48
COc1cc(/C=N/n2cnc3oc(-c4ccccc4)cc3c2=N)cc(CN2CCN(C)CC2)c1O,63,74,80,28,113,83,91,62

# Arranged by length of the SMILES (ascending): 4 of the compounds above
SMILES,786-0,UO-31,SN12C,RXF 393,TK-10,ACHN,SK-OV-3,IGROV1
CCN1CCCCN(CC(=O)NC(C)(C)C)CC1,97,86,95,102,93,98,98,107
CN1CCC(OC(c2ccccc2)c2ccccc2)C1 (centres undefined),93,82,113,113,92,.,101,105
Cc1ccc(-c2nnc(-c3ccncc3)o2)c(N)c1C,98,90,109,107,96,104,98,94
CN(C)c1cc(NN=C(c2ccc(O)cc2)c2ccc(O)cc2)c([N+](=O)[O-])cc1[N+](=O)[O-],17,1.4*,94,0.7*,136,50,96,.

# Screens (PubChem BioAssay)

# Rows were taken by chance. Share with any hit: about 9.6%.
